KOR beta-arrestin-1: KOR agonists, beta-arrestin recruitment, primary screen, cell-based, luminescence, uHTS (AID 1777). Kappa-type opioid receptor (Homo sapiens). KOR beta-arrestin recruitment, luminescence; higher % means a stronger effect. activation, % at 10 µM, or EC50 in µM where a hit was titrated. 0.02% of 280,000 active; in the data active = activation above about 50%, passing the limit was not always enough; note: a part of the inactive calls stands beside numbers as strong as those of hits
NOD1 NF-kB reporter: NOD1 signaling inhibitors, primary screen, cell-based, luminescence, uHTS (AID 1578). inhibition, % at 4 µM; hits with a dose series show EC50 in µM. 1% of 290,000 active. NOD1-driven NF-kB luciferase reporter cells, luminescence; higher % means a stronger effect; in the data active = inhibition mostly above about 36%, no sharp cut-off; inactive = mostly below about 34%;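 note: HEK-293T reporter cells stimulated with the NOD1 agonist gamma-tri-DAP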
GPR55 activation: GPR55 agonists via beta-arrestin recruitment, primary screen, imaging, U2OS cells, beta-arrestin-GFP redistribution (AID 1961); U2OS GPR55 beta-arrestin-GFP redistribution imaging; higher % means a stronger effect; G-protein coupled receptor 55 (Homo sapiens); one-dose activation, % at 10 µM; EC50 in µM for titrated hits; 0.048% of 290,000 active;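 active = activation above 40% with more than 50 cells counted in the well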;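 note: U2OS osteosarcoma cells stably expressing GPR55 and beta-arrestin-GFP; plate controls were DMSO negative control for no effect and LPI positive control for full effect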
GPR55 antagonists: GPR55 antagonists blocking LPI-driven arrestin recruitment, primary screen, imaging, U2OS, beta-arrestin-GFP, LPI agonist (AID 2013) | inhibition, % at 10 µM; hits with a dose series show IC50 in µM | G-protein coupled receptor 55 (Homo sapiens) | U2OS GPR55 beta-arrestin-GFP translocation imaging, LPI antagonism; higher % means a stronger effect | 0.13% of 290,000 active;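 active = spots per cell inhibited over 60%, with over 100 cells counted and total cytoplasm intensity under 500,000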;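 note: U2OS cells stably carrying GPR55 and arrestin-GFP stimulated by 5 µM LPI near EC80; imaged beta-arrestin-GFP aggregate spots per cell after agonist stimulation; plate controls were LPI-stimulated DMSO wells for no effect and DMSO wells without LPI for full effect; some results filed as inactive read as strong as hits; confirmed hits need IC50 under 10 µM and bright autofluorescent wells are also inconclusive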
HIV fusion peptide: inhibitors of HIV fusion peptide binding, primary screen, biochemical, uHTS, fluorescence dequenching (AID 1986); 0.3% of 290,000 active; cell-free peptide binding, fluorescence dequenching, 30 min; higher % means a stronger effect; inhibition, % at 20 µM; hits with a dose series show IC50 in µM; in the data active = inhibition mostly above about 52%, no sharp cut-off; inactive = mostly below about 76%; note: some results filed as inactive read as strong as hits
GPR35 arrestin U2OS: GPR35 antagonists blocking zaprinast-driven arrestin recruitment, primary screen, imaging, U2OS, beta-arrestin-GFP, zaprinast agonist (AID 2058); 0.052% of 290,000 active; one-dose inhibition, % at 10 µM; IC50 in µM for titrated hits; U2OS GPR35 beta-arrestin-GFP translocation imaging, zaprinast antagonism; higher % means a stronger effect;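 active = inhibition of at least 50% with at least 30 cells and total cytoplasm GFP at most 10,000,000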
KOR beta-arrestin-2: KOR antagonists, beta-arrestin recruitment, cell-based, luminescence, uHTS (AID 1778) | Kappa-type opioid receptor (Homo sapiens) | KOR beta-arrestin recruitment, luminescence, antagonist mode; higher % means a stronger effect | inhibition, % at 10 µM; hits with a dose series show IC50 in µM | 0.091% of 290,000 active; in the data active = inhibition above about 50%; note: strong numbers were not always called active
Siah-1 displacement: Siah-1 peptide-binding antagonists, primary screen, biochemical, fluorescence polarization, rhodamine-plectin, uHTS (AID 1817) | Siah-1 / rhodamine-plectin peptide fluorescence polarization; higher % means a stronger effect | one-dose displacement, % at 20 µM; IC50 in µM for titrated hits | 0.02% of 290,000 active;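 active = displacement of at least 50% at 20 µM, with a fluorescence ratio check between 0.3 and a set limit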;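 note: plate controls were Siah plus tracer with DMSO for no effect and tracer alone without Siah for full effect; strong numbers were not always called active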
AID2073: inhibitors of Mint1-CaV2.2 protein interaction, biochemical, HTRF (AID 2073); Voltage-dependent N-type calcium channel subunit alpha-1B (Homo sapiens); HTRF protein-protein interaction, Mint1-CaV2.2; higher % means a stronger effect; inhibition, % at 20 µM, or IC50 in µM where a hit was titrated; 0.19% of 290,000 active; in the data active = inhibition mostly above about 51%, no sharp cut-off; note: some results filed as inactive read as strong as hits
* = called active by the depositor; . = not tested or not shown; & = joins results of further samples; [ ] = dose if it differs, or a comment.

Results follow in this order: GPR55 activation	KOR beta-arrestin-2	KOR beta-arrestin-1	AID2073	GPR35 arrestin U2OS	HIV fusion peptide	Siah-1 displacement	GPR55 antagonists	NOD1 NF-kB reporter
- N#CCC(=O)N/N=C1\CCCCC1C1CCCCC1 (configuration not stated)
  -0.1%	6.4%	-1.0%	-4.6%	-2.3%	-1.0%	0.0%	-1.7%	-7.0%
- Cn1c(=O)c(=O)n(C)c2cc(S(=O)(=O)NCc3ccc(Cl)cc3)ccc21
  -0.3%	-4.6%	-1.1%	0.8%	-7.3%	-1.3%	-1.1%	7.1%	-19.2%
- Cc1ccc(N(C)S(=O)(=O)c2cccc(C(=O)Oc3ccc4c(C)cc(=O)oc4c3)c2)cc1
  0.3%	-24.3%	11.2%	32.7%	-4.5%	-2.5%	4.1%	3.4%	-29.0%
- COc1ccc(Oc2ccc(C(F)(F)F)cc2NC(=O)c2ccc(C)cc2)cc1
  0.0%	34.5%	7.4%	2.5%	22.0%	-0.4%	-2.3%	25.9%	-0.2%
- CC(C)(C)OC(=O)[C@H](Cc1ccccc1)NC(=O)c1nc[nH]c1C(=O)NC1CCN(C(=O)OC(C)(C)C)CC1
  -0.2%	-1.3%	1.0%	6.3%	-7.4%	-0.8%	-2.0%	5.3µM*	-22.2%
- Cc1nc2scc(-c3ccccc3)c2c(=O)o1
  -0.1%	-8.4%	-1.4%	-8.7%	16.9%	2.3%	-2.3%	8.8%	11.1%
- Cc1c(C(=O)/C=C/N(C)C)nnn1-c1ccc(Cl)c(Cl)c1
  -0.1%	-5.5%	0.1%	4.5%	-0.3%	4.3%	-2.0%	4.7%	-14.4%
- CCOc1ccc2nc(SCC(=O)NC3CCS(=O)(=O)C3)[nH]c2c1 (configuration not stated)
  -0.3%	6.4%	-9.3%	-6.2%	12.0%	1.6%	0.6%	-0.6%	-13.4%
- CN1CCN(C(=O)C2CCN(c3ncnc4c3nc3n4CCCCC3)CC2)CC1
  0.4%	-60.6%	2.0%	-0.7%	14.0%	2.5%	-1.3%	-20.2%	4.9%
- Cc1ccc(-c2nnc(CCC(=O)NCC3C4CC5CC(C4)CC3C5)o2)s1 (configuration not stated)
  -0.1%	7.9%	-5.9%	13.1%	13.5%	-1.2%	0.8%	-8.9%	-47.4%
- COCCNC(=S)N/N=C/c1c(C)[nH]c2ccccc12
  -0.2%	-29.9%	5.2%	-13.7%	-11.1%	2.2%	-11.5%	9.4%	7.6%
- Nc1cc(=O)[nH]c(SCC(=O)Nc2ccc(S(=O)(=O)N3CCCCC3)cc2)n1
  0.2%	-24.1%[20 µM]	.	12.1%	22.4%	-0.9%	12.0%	-2.6%	-22.7%
- O=C(N/C(=C\c1ccccc1)C(=O)N1CCOCC1)c1cccc(Br)c1
  -0.1%	15.9%	-5.6%	27.5%	6.2%	-1.0%	0.2%	8.9%	12.9%
- COC(=O)Nc1nc(Sc2ncc(C(F)(F)F)cc2Cl)n[nH]1
  -0.2%	21.2%	-1.1%	2.2%	-16.0%	3.2%	2.6%	12.4%	-1.3%
- O=C(NC1CCCCC1)c1cc([N+](=O)[O-])ccc1N1CCOCC1
  -0.1%	10.7%	-1.1%	-9.6%	-4.6%	-2.1%	-4.2%	21.6%	-18.2%
- O=C(C1CCCN(C2CC(=O)N(c3ccc(F)cc3)C2=O)C1)N1CCCC1 (configuration not stated)
  -0.1%	14.7%	-1.9%	16.1%	8.3%	2.1%	5.1%	5.3%	-22.5%
- COC(=O)CNC(=O)Cn1cnc2sc(C)c(S(=O)(=O)N3CCN(c4ccccc4OC)CC3)c2c1=O
  -0.1%	-27.0%	0.2%	-2.5%	1.1%	0.2%	3.9%	3.6%	-9.5%
- O=C(C1=C[C@@H](c2ccc(Br)cc2)C[C@@H](OCc2ccc(CO)cc2)O1)N1CCN(Cc2ccccc2)CC1
  0.1%	-6.2%	-1.6%	-6.9%	-13.5%	5.6%	13.0%	13.2%	-0.4%
- C1CCc2c(nc3nnnn3c2N2CCOCC2)C1
  -0.2%	-35.5%	-7.1%	15.3%	-12.2%	2.5%	-1.4%	-4.3%	-31.8%
- Cn1c(-c2ccc(F)cc2)cnc1SCC(=O)NCc1ccco1
  0.3%	18.5%	15.5%	12.1%	19.1%	-2.7%	-5.9%	-0.5%	8.5%
- O=C(NC1(O)C(=O)c2ccccc2C1=O)c1ccccc1
  0.0%	32.5%	-6.4%	-15.4%	2.8%	-2.3%	4.1%	-9.0%	-33.4%
- CCC(=O)Nc1sc(C(=O)OC)c(C)c1C(=O)OC
  -0.3%	8.6%	13.1%	16.7%	-7.7%	0.5%	-2.0%	-8.2%	-7.5%
- O=C(Nc1ccc(N2CCOCC2)cc1)c1cccnc1
  0.1%	-9.1%	-4.9%	-7.3%	11.2%	-1.6%	0.9%	-4.1%	-31.8%
- NC1=NC[C@H](Cc2ccccc2)N1CCc1cc(C(F)(F)F)cc(C(F)(F)F)c1
  -0.1%	4.3%	-2.2%	1.3%	6.8%	-2.3%	-2.4%	4.8%	-11.3%
- COCCCNC(=S)Nc1ccccc1C
  0.5%	-13.5%	11.0%	7.0%	-12.4%	-0.7%	-2.2%	2.5%	-13.2%
- COc1ccc(OCc2nnc(SCC(=O)N3C(C)CCCC3C)o2)cc1 (configuration not stated)
  -0.2%	-22.2%	-0.7%	7.0%	1.8%	0.8%	-2.8%	-4.0%	-8.5%
- COC(=O)c1nn(-c2ccc(-c3ccccc3)cc2)cc1O
  0.1%	-55.2%	-2.9%	19.0%	-4.0%	1.1%	-2.2%	-4.3%	-21.7%
- COc1ccccc1-c1nnc(NC(=O)c2ccc3ncsc3c2)o1
  0.1%	28.0%	6.5%	27.8%	1.1%	20.1%	5.3%	-13.6%	-16.2%
- CCCN1C(=O)C2(OCCO2)c2cc(Cl)ccc21
  -0.1%	-4.4%[20 µM]	-1.3%	-1.0%	12.4%	-1.0%	6.3%	1.3%	-32.9%
- O=C(NNC(=S)Nc1ccc(F)c(Cl)c1)c1ccccc1Br
  -0.1%	-55.9%[20 µM]	-6.6%	20.7%	-16.8%	4.0%	0.7%	13.6%	9.0%
- Cn1cc(Br)c(C(=O)Nc2c(F)c(F)c(F)c(F)c2F)n1
  0.0%	-26.5%	-2.0%	-1.2%	15.6%	-0.6%	5.1%	21.0%	-15.2%
- O=S(=O)(NC1CC1)c1ccc(S(=O)(=O)N2CCCC(c3nc(-c4cccnc4)no3)C2)cc1 (configuration not stated)
  -0.1%	-32.0%	0.8%	-1.1%	17.2%	-0.5%	4.8%	-21.8%	15.4%
- Cc1nn(C(C)c2n[nH]c(=S)n2-c2cccc(Cl)c2)c(C)c1[N+](=O)[O-] (configuration not stated)
  -0.4%	0.0%	-3.4%	-28.4%	2.2%	-1.5%	-2.6%	-9.1%	-6.2%
- CS(=O)(=O)N(CC(=O)N1CCN(c2ccccc2)CC1)C1CCCCC1
  0.0%	-2.9%	-4.4%	-5.9%	1.2%	-1.2%	-0.2%	3.4%	-23.7%
- O=C(NCCCc1ccccc1)c1ccc(F)cc1
  0.0%	2.9%	-2.9%	-2.3%	-8.9%	-1.3%	3.9%	10.8%	-11.4%
- CCCC(C)NC(=O)C1CCN(C(=O)C2CC(=O)N(c3ccc(C)cc3)C2)CC1 (configuration not stated)
  -0.1%	44.4%	-1.5%	-0.7%	1.2%	0.7%	-2.4%	1.6%	-5.7%
- COc1ccccc1OCCSc1nc2ccccc2n1CCO
  -0.2%	-14.9%	3.0%	12.6%	31.0%	0.0%	-4.9%	-7.2%	-26.6%
- COc1ccc(CCc2nc(C)ccc2O)cc1
  0.1%&0.7%	11.9%&8.5%	-1.5%&4.8%	-3.0%&-8.6%	7.7%&-2.5%	-0.9%&-0.7%	-0.9%&1.4%	7.7%&-1.9%	-33.5%&-12.1%
- Cn1c(SCC(=O)Nc2ccccc2)nc2ccccc2c1=O
  0.4%	-10.9%[20 µM]	-3.8%	12.1%	12.9%	-0.3%	-2.1%	6.4%	4.6%
- CCCOc1ccc(CSCCNC(=S)Nc2ccccc2)cc1
  0.0%	33.9%	2.5%	2.5%	-9.3%	-4.3%	-0.5%	3.0%	-10.6%
- Cc1cccc(Cl)c1NC(=S)NN
  0.6%	21.1%	-0.1%	-21.1%	-11.4%	-2.2%	8.0%	9.5%	-3.9%
- CC(Sc1nnc(Cc2cccs2)n1C1CCCCC1)C(=O)N1CCc2ccccc21 (configuration not stated)
  -0.1%	-35.8%	-2.3%	-9.4%	-3.3%	-1.2%	0.4%	9.2%	10.6%
- CO/N=C/c1ccc(Oc2ccc(C)cc2)c([N+](=O)[O-])c1
  -0.3%	16.8%	-2.9%	16.7%	6.8%	-0.4%	-5.0%	11.3%	-13.9%
- CC(=O)c1cc(C#N)c(Oc2cc(C)cc(C)c2)nc1C
  -0.2%	-14.6%	2.1%	-9.1%	-2.4%	-2.3%	-2.5%	21.0%	-16.7%
- CS(=O)(=O)Cc1ccc(C(=O)NC(c2ccccc2)c2ccccc2)cc1
  -0.3%	-11.8%	-0.2%	2.8%	25.0%	0.1%	1.7%	2.0%	-40.4%
- COc1ccc(CCN2C(=NC(=O)CC(C)C)SC3CS(=O)(=O)CC32)cc1OC (configuration not stated)
  -0.1%	-8.2%	-0.9%	7.6%	1.9%	0.4%	-3.6%	-0.2%	14.8%

Reformatted with each value named: part of the list above
smiles: CS(=O)(=O)Cc1ccc(C(=O)NC(c2ccccc2)c2ccccc2)cc1
  GPR55 activation: -0.3%
  KOR beta-arrestin-2: -11.8%
  KOR beta-arrestin-1: -0.2%
  AID2073: 2.8%
  GPR35 arrestin U2OS: 25.0%
  HIV fusion peptide: 0.1%
  Siah-1 displacement: 1.7%
  GPR55 antagonists: 2.0%
  NOD1 NF-kB reporter: -40.4%

smiles: CC(=O)c1cc(C#N)c(Oc2cc(C)cc(C)c2)nc1C
  GPR55 activation: -0.2%
  KOR beta-arrestin-2: -14.6%
  KOR beta-arrestin-1: 2.1%
  AID2073: -9.1%
  GPR35 arrestin U2OS: -2.4%
  HIV fusion peptide: -2.3%
  Siah-1 displacement: -2.5%
  GPR55 antagonists: 21.0%
  NOD1 NF-kB reporter: -16.7%

smiles: COc1ccc(CCN2C(=NC(=O)CC(C)C)SC3CS(=O)(=O)CC32)cc1OC (configuration not stated)
  GPR55 activation: -0.1%
  KOR beta-arrestin-2: -8.2%
  KOR beta-arrestin-1: -0.9%
  AID2073: 7.6%
  GPR35 arrestin U2OS: 1.9%
  HIV fusion peptide: 0.4%
  Siah-1 displacement: -3.6%
  GPR55 antagonists: -0.2%
  NOD1 NF-kB reporter: 14.8%

High-throughput results deposited in PubChem BioAssay by Sanford-Burnham Center for Chemical Genomics.

An excerpt; the hit share may differ from the screen's.
